# Scp-1 inhibitor: blocks human Scp-1 phosphatase activity | Recombinant Scp1, phosphopeptide, malachite green phosphate absorbance | inhibition, % at 20 µM | hit rate 0.88% among 340,000 | AID 493091;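 active = inhibition above about 50% at 20 µM, limit read from the data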;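 also: plate controls were DMSO wells with enzyme for no effect and wells lacking enzyme for full effect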
# Target sequence (Q9GZU7 76-261 limits assumed): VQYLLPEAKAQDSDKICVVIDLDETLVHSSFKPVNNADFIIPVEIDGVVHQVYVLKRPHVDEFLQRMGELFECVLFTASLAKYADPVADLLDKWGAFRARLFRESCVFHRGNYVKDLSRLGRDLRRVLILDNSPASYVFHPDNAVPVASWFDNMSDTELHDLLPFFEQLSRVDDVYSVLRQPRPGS
#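 Test system – truncated SCP-1 phosphatase (76-261aa) · Reagent – Phosphorylated 17-residue peptide substrate · Incubation – 45 min room-temperature reaction, 5 min colour, 30 min stabiliser · Detection – colorimetric phosphate reagent with accelerator and stabiliser, absorbance at 630 nm · Measure – % inhibition at 20 µM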
# NadD block: blocks S. aureus nicotinate mononucleotide adenylyltransferase. hit rate 0.78% among 360,000. AID 602399. purified NadD enzyme, colorimetric absorbance read-out. inhibition, % at 20 µM; in the data active = inhibition above about 26%; also: some compounds past the cut are filed as inactive
# SUMO1-SIM PPI: modulators of human SUMO1-mediated protein-protein interactions; SUMO1 binding to a labelled peptide, TR-FRET, 1 h; P63165; AID 602429; hit rate 0.33% among 360,000; inhibition, % at 20 µM; in the data active = inhibition above about 37%
# CSN deneddyl inh: CSN deneddylation inhibition; Q92905; Purified CSN, SCF-Nedd8-OG deneddylation, fluorescence polarization; inhibition, % at 12.5 µM; hit rate 0.38% among 360,000;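 active = pattern-corrected inhibition above about 35%, with an unprinted fluorescence ratio check between 0.5 and 1.5, limit read from the data, passing the limit was not always enough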;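 also: 0% = enzyme with substrate and 100% = substrate without enzyme; some results filed as inactive read as strong as hits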
#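 test system = HEK293T-derived human Csn5 enzyme | amount = 0.24 nM Csn5 enzyme, final concentration | medium = Tris/NaCl/DTT buffer, pH 7.5 | schedule = 90 min reaction at room temperature | signal = FP | evaluation = inhibition of Csn5 cleavage, % | compound dosing = single dose of 12.5 µM compound with 0.25% DMSO | probe or stimulus = 10 nM SCFSkp2-Nedd8OG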
# TbMetRS inhib: Trypanosoma brucei MetRS inhibition; hit rate 0.4% among 360,000; inhibition, % at 11.9 µM; AID 624268; purified T. brucei MetRS, ATP depletion, Kinase-Glo luminescence;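 active = inhibition above a per-plate cutoff of the control wells' mean inhibition plus 3 SD, cut at about 5.5% in these data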;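 also: 0% = DMSO wells median and 100% = median of wells with control inhibitor compound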
#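 Test system – parasite MetRS enzyme · Reagent – substrates ATP, L-methionine and bulk Escherichia coli tRNA · Doses – 11.9 µM compound single dose, 0.9% DMSO · Times – 15 min enzyme-compound preincubation, 2 h reaction, 10 min detection, 25 °C · Signal – Kinase-Glo luminescence, ATP depletion format · Controls – DMSO-only wells as low control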
# Rpn11 inh: inhibitors of human proteasome Rpn11 | O00487 | calls only at 20 µM | hit rate 0.59% among 360,000 | AID 588493 | human 26S proteasome, Ub4-pepOG fluorescence polarization; 20S core pre-blocked with epoxomicin;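 active = inhibition at 20 µM, scaled to each plate's controls, above about 33%, limit read from the data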
# DNMT1 block: blocks human DNA methyltransferase DNMT1; DNMT1 molecular beacon, Hinp1I cleavage, fluorescence; inhibition (reported as % activation of signal), % at 10 µM; hit rate 0.83% among 360,000; AID 588458; in the data active = inhibition above about 50%
# LMPTP inh: LMPTP (human) inhibition; P24666; recombinant LMPTP-A, OMFP fluorogenic substrate, fluorescence intensity; inhibition, % at 20 µM; hit rate 0.22% among 360,000; AID 651560;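 active = compounds that cut the enzyme signal by at least half of the control window in the single-dose screen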;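 also: plate controls were DMSO wells with enzyme plus substrate for no effect and substrate without enzyme for full effect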
# Target sequence (P24666 whole entry, looked up): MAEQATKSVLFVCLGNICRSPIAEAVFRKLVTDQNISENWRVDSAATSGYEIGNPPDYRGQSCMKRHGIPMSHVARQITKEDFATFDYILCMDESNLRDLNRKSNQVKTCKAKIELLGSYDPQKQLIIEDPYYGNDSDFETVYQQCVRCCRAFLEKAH
#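 Test system – LMPTP-A enzyme · Amount – LMPTP-A at 0.625 nM final in the reaction · Buffer or medium – Bis-Tris pH 6.0, DTT, detergent · Reagent – OMFP 400 µM · Doses – single 20 µM dose · Schedule – reaction 50 min, room temperature, dark · Detection – fluorescence intensity of OMFP turnover product · Evaluation – percent inhibition versus substrate-only and uninhibited controls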
# STEP inh: blocks human striatal-enriched tyrosine phosphatase. P54829. recombinant STEP, OMFP fluorogenic substrate, fluorescence. inhibition, % at 20 µM. hit rate 0.25% among 360,000;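 active = inhibition at 20 µM, scaled per plate between control wells, above about 37%, limit read from the data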;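 also: 0% = DMSO with enzyme and substrate and 100% = substrate only without enzyme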
#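 medium = Bis-Tris buffer pH 6.0, 2.5 mM DTT, 0.005% Tween 20 | test system = STEP (striatal-enriched tyrosine phosphatase) enzyme, cell-free | measure = normalized % inhibition | compound dosing = 20 µM, 1% DMSO | also added = 25 µM OMFP | schedule = reaction 20 min, ambient temperature | measured by = fluorescence read at 480 nm ex / 540 nm em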
# PABP1 MLLE inh: inhibitors of microRNA-mediated deadenylation, human PABP1 MLLE binding; inhibition, % at 20 µM; hit rate 0.36% among 360,000; GST-MLLE / FITC-PAM2 fluorescence polarization; P11940; in the data active = inhibition above about 35%, passing the limit was not always enough;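 also: plate controls were DMSO wells with GST-MLLE for no effect and wells lacking GST-MLLE protein for full effect; some results filed as inactive read as strong as hits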
# Target sequence (P11940 whole entry, looked up): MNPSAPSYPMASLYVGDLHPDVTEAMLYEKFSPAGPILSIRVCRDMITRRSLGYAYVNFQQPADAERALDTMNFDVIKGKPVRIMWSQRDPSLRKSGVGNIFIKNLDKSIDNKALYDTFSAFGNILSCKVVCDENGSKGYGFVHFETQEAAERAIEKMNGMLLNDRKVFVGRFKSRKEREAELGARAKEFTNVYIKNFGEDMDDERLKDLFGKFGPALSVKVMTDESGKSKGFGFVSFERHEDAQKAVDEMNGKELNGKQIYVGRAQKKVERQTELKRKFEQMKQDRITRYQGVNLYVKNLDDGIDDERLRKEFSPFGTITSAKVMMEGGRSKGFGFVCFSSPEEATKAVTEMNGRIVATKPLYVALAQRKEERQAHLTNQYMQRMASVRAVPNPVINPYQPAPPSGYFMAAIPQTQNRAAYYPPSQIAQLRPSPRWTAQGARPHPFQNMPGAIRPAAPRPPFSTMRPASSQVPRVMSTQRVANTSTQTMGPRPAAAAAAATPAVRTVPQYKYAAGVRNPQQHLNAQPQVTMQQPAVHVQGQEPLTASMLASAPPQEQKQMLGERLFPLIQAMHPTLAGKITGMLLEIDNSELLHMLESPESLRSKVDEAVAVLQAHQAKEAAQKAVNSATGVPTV
# Active calls of the source: *; i = inactive; nt = no result given; + = active, no number.
SMILES,Scp-1 inhibitor,NadD block,SUMO1-SIM PPI,CSN deneddyl inh,TbMetRS inhib,Rpn11 inh,DNMT1 block,LMPTP inh,STEP inh,PABP1 MLLE inh
Cc1ccc(NCc2nc(SCC(=O)Nc3ccccc3)n[nH]2)cc1,-7,2,1,0,-1.1,i,2,-1.2,3,-4
CNC[C@H]1Oc2ccc(NC(=O)C3CCCCC3)cc2CC(=O)N([C@H](C)CO)C[C@@H]1C,-4,-4,-3,11,0.2,i,7,-1.7,-3,-42
CC(=O)Nc1ccccc1Sc1ccc2c3c(cccc13)C(=O)N(c1ccc(C)cc1)C2=O,53*,8,-3,16,0.1,+,74*,-0.7,2,-17
CCC1Oc2ccc(C)cc2N(CC(=O)N2CCOCC2)C1=O (centres undefined),-5,-5,-1,3,-0.1,i,0,-0.8,0,10
O=C1CCCC2=C1C1(O)C(=O)c3ccccc3C1(O)O2 (centres undefined),-15,-2,4,1,-0.1,i,-9,3.6,0,22
Cc1ccc2nc(-c3ccccc3NC(=O)CCC(=O)O)c(=O)[nH]c2c1,-8,2,-9,-2,-0.7,i,-2,-0.8,1,1
CCn1c(SCC(=O)O)nc2ccccc21,-8,-1,3,0,-0.3,i,0,0.5,5,6
Cc1ccc2[nH]c(=O)c(C(c3nnnn3C(C)(C)C)N3CCN(C(=O)c4ccco4)CC3)cc2c1 (centres undefined),-6,3,-3,-2,-0.8,i,4,-1.2,0,6
CCN(CC)S(=O)(=O)c1cccc(C(=O)OCC(=O)NC(C)c2ccccc2)c1 (centres undefined),-9,-8,6,-4,-0.2,i,0,1.1,2,-9
Cc1cc(C)cc(NCc2cc(=O)oc3cc(-c4ccccc4)c(O)cc23)c1,-5,0,-3,-1,-0.1,i,-11,1.2,-6,6
COc1ccc(C(NC(=O)C2CCN(C/C=C/c3ccc(OC(C)=O)c(OC)c3)CC2)c2ccccn2)cc1 (centres undefined),nt,-6,-2,9,0.4,i,0,-1.5,0,-5
CCCCC(=O)NC(=O)NC(c1ccccc1)c1ccccc1,-11,-3,-1,1,-0.8,i,2,0.0,-1,-9
Cc1nc(NC(=O)/C=C/c2ccccc2)sc1C(=O)Nc1ccccc1,-5,16,1,-3,0.3,i,-11,-1.0,-3,-6
COc1ccccc1CNC(=O)COC(=O)c1cccc(S(=O)(=O)N2CCOCC2)c1,-3,4,1,0,-0.4,i,-5,-0.8,-2,-74
CC(=O)NC(Cc1ccc(F)cc1)C(=O)NC1CCN(C(=O)NCc2ccccc2)CC1 (centres undefined),-10,-2,6,-2,-0.2,i,0,0.0,2,11
Cc1ccc(-c2nnc(SCC(C)C)n2C)cc1,-2,3,-2,1,-0.6,i,-2,-2.5,1,-6
CC(=O)c1cccc(NC(=O)C(C)OC(=O)c2cc(C)oc2C)c1 (centres undefined),-2,2,-2,-7,-0.4,i,-1,0.0,-2,-6
CCN(CC)C(=S)NCCc1ccccc1,2,4,0,3,-0.5,i,0,-2.0,2,-146
C[C@@H](CN1C2=NC[C@H](C)N2C[C@H]1Cc1ccc(O)cc1)NC(=O)CCC1CCCCC1,0,-4,5,30,-0.4,i,0,-0.7,-1,-6
COc1ccc(/C=C/C(=O)NCCOc2ccc(C)cc2)cc1,-2,-9,-5,-3,0.1,i,-7,-0.3,3,4
CC(C)(C)n1nnnc1C(CCc1ccccc1)N1CCN(C/C=C/c2ccccc2)CC1 (centres undefined),nt,-6,0,-3,-0.9,i,-10,0.7,0,-3
COc1cc(C2NC(=S)NC(c3ccccc3)=C2C(C)=O)ccc1O (centres undefined),0,9,3,6,0.1,i,-2,-0.7,-1,-138
CCOCCCN1C(=O)CN(C2CCCCC2)C(=O)C1c1ccc(OCC)c(OC)c1 (centres undefined),-3,-3,0,3,0.0,i,-1,-2.4,1,-16
COc1cccc(CN2CCc3[nH]c(=S)[nH]c(=O)c3C2)c1,-7,-1,0,-3,-0.6,i,2,-2.7,0,21
O=C(c1ccccc1F)N1CCN(c2ccc([N+](=O)[O-])c(NCC3CCCO3)c2)CC1 (centres undefined),-5,1,-25,-2,-0.5,i,-3,0.7,3,-8
O=C(CC12CC3CC(CC(C3)C1)C2)NCCN1CCOCC1,-9,5,2,0,-0.1,i,5,0.0,-1,-3
Cc1nc2ccccc2n1CC(=O)OCC(=O)N1CCC(C)CC1,3,2,5,-1,-0.1,i,1,0.2,-4,-3
CCN(CC)c1ccc([N+](=O)[O-])cc1C(=O)N1CCOCC1,-3,-3,-10,1,-0.9,i,-1,1.6,1,8
COc1ccc(S(=O)(=O)N(C)C)cc1NC(=O)CCCSc1ccccc1,-7,-8,4,0,0.0,i,1,0.5,0,2
CC1(c2ccc(OC(F)F)cc2)NC(=O)N(CC(=O)NC2CCCC2)C1=O (centres undefined),-2,-3,0,-2,-0.4,i,0,0.1,0,2
N#Cc1cccc(C(=O)Nc2cccc(S(=O)(=O)N3CCCC3)c2)c1,-10,-5,0,2,-0.2,i,0,0.8,1,10
COc1ccc(C(C(=O)NC2CCCC2)N(Cc2ccco2)C(=O)c2snc(C(N)=O)c2N)cc1OC (centres undefined),-7,-6,-9,-1,-0.2,i,1,-0.2,0,2
Cc1cc(=O)[nH]c(SCC(=O)Nc2cc(S(=O)(=O)N(C)C)ccc2Cl)n1,-3,0,4,2,0.4,i,2,0.2,-4,-15
COc1cccc(CNS(=O)(=O)c2cccc(S(=O)(=O)N3CCOCC3)c2)c1,-3,-3,4,2,-0.4,i,0,0.0,0,5
CCN1/C(=C/C=C/c2sc3ccccc3[n+]2CC)Sc2ccccc21,4,6,-31,105,-2.2,nt,29,62*,3,-85
COc1ccc(-c2noc(CN(C)S(=O)(=O)c3ccccc3)n2)cc1OC,-10,6,1,4,-1.3,i,-2,0.4,-2,1
O=C(CSc1nc2[nH]ncc2c(=O)[nH]1)Nc1cccc(Cl)c1,-3,0,7,-2,1.8,i,0,-0.6,0,-7
O=C(COc1ccc(F)cc1Br)Nc1ccccc1N1CCCC1,nt,5,-6,-5,-0.4,i,8,2.2,0,0
COc1ccccc1NCN1C(=O)CCC1=O,-3,-4,4,-6,0.2,i,2,-0.6,-2,-13
O=C1NC(=S)NC1=Cc1ccco1,59*,2,8,19,-0.1,i,53*,14,9,19
O=C(O)c1cccc(CSc2nnc(COc3ccccc3)o2)c1,-7,-3,0,2,-1.5,i,-1,-1.3,-2,-14
CSc1ccc(-c2cccc([N+](=O)[O-])c2)nn1,-1,-4,-23,-2,-1.4,i,4,-2.2,-1,12
CCCCNC(=O)C1(C)CCN1C(=O)c1ccc2c(c1)CCO2 (centres undefined),nt,3,-1,-1,0.1,i,1,0.0,7,6
CCOC(=O)c1c(C)[nH]c(C)c1C(=O)COC(=O)Cc1n[nH]c(=O)c2ccccc12,-3,-3,2,-11,-0.3,i,3,-1.4,-2,-38
COC(=O)c1ccc(/C=N/NC(=O)CC(=O)NC(C)C)cc1,-3,-1,-23,-3,-0.4,i,1,-2.0,-4,1
O=C(OCc1ccc(Cl)cc1)c1ccccc1C(=O)c1ccccc1,-9,2,-1,-2,-0.6,i,4,2.8,1,9
COc1ccccc1-c1ccc(=O)n(CC(=O)Nc2ccc(C(=O)N3CCCC3)cc2)n1,2,0,0,0,-1.1,i,7,0.9,-9,4
COc1ccc(NC(=O)Cc2c(F)cccc2Cl)cc1,-3,-1,0,-1,-1.1,i,-2,-1.1,-1,8
N#C/C(C(N)=O)=C1/CCc2ccccc2N1,-7,-7,4,2,-1.9,i,8,-1.3,0,-12
CC(=O)c1sc(NC(=O)c2ccc(C(C)(C)C)cc2)nc1C,1,12,-2,2,-0.6,i,14,0.0,3,-22
# Next section:
SMILES,Scp-1 inhibitor,NadD block,SUMO1-SIM PPI,CSN deneddyl inh,TbMetRS inhib,Rpn11 inh,DNMT1 block,LMPTP inh,STEP inh,PABP1 MLLE inh
Cc1cc(C(=O)N2CCC(Cc3ccccc3)CC2)no1,1,0,3,0,-0.5,i,4,-0.9,0,10
Cc1cc(OCC(=O)NCC(c2cccs2)N2CCOCC2)ccc1C(C)C (centres undefined),-5,-4,2,3,-0.5,i,0,-0.6,2,2
CC1(C)Cc2ccccc2C(Nn2cnnc2)=N1,0,6,-3,3,-0.7,i,-2,-0.3,2,5
O=C(COC(=O)c1ccc(Br)o1)Nc1cccc(S(=O)(=O)N2CCOCC2)c1,-16,-2,2,2,0.3,i,0,0.4,1,15
CC(C)(C)NCC(O)COc1ccccc1C(=O)CCc1ccccc1 (centres undefined),-1,-5,-8,0,-2.0,i,1,0.8,4,12
Cc1ccc(/C=C(\C#N)c2nc3ccccc3[nH]2)s1,-7,-8,-7,15,-0.2,i,7,3.6,2,-14
Cc1cccnc1NC(=S)Nc1ccc(Cl)c(Cl)c1,0,-1,-2,6,-0.1,i,-6,1.1,3,23
COCCn1c(SC2CCCCC2=O)nnc1-c1ccncc1 (centres undefined),-9,-6,-2,-1,0.5,i,0,-1.9,4,-2
O=C(CNC(=O)c1ccccc1F)OCn1nnc2ccccc2c1=O,-5,-5,-2,1,-0.2,i,3,-1.0,-2,-2
Cc1cc(NC(=O)CSc2nnc(CNC(=O)c3ccccc3)o2)no1,0,0,-2,2,-0.2,i,0,-1.5,0,4
O=C(NNC(=O)c1ccc(Br)o1)c1ccc(NC(=O)c2ccccc2)cc1,19,6,4,0,0.2,i,3,31,12,4

# High-throughput results: PubChem BioAssay, several laboratories
